# IMPase inh: IMPase inhibition in cells. P97697. 120,000 tested, under 10 active. AID 901. inhibition (IP1 accumulation), % at 46.1 µM. CHO-M1 cells, IP1 accumulation, HTRF TR-FRET ratio; active means well fitted curve in the direction sought with a large enough effect in the signal ratio, not every such curve was filed as active; inconclusive means small, poorly fitted or top-dose-only effect, or a change in a side signal; inactive means no such curve, though single readings can be large or run the other way; the % refers to the signal ratio;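 further: cells stimulated with carbachol in lithium chloride buffer; plate controls were DMSO basal wells for no effect and reference inhibitor wells for full effect; higher means more IMPase inhibition seen as more IP1 and lower FRET ratio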
# Target sequence (P97697 whole entry, looked up): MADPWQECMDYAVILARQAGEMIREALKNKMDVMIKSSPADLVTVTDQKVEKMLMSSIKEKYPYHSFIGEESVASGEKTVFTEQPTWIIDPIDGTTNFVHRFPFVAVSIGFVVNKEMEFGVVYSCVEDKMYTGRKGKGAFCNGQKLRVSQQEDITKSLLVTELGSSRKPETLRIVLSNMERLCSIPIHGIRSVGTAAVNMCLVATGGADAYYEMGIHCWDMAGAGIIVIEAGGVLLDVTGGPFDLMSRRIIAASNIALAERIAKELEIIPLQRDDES
#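 CHO-M1 cells (CHO stably expressing M1 receptor), compound up to 46 uM final, stimulated with carbachol (50 uM as added) in buffer with 50mM LiCl, pH 7.4, 30 min at 37C. Cytosolic IP1 read by TR-FRET; AC50 from Hill fits.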
# 12-hLO inh: inhibitors of human 12-lipoxygenase (ALOX12); purified 12-hLO, xylenol orange hydroperoxide absorbance; Potency, µM (doses to about 57.1 µM), for the others: at the highest dose activity change, negative = inhibition, actives largely listed as inhibitors; 0.12% of 150,000 active; further: potency means the concentration at half of the fitted maximal effect; nearly all actives have a fitted effect of over 55% in size; many of its hits are not listed in these tables
# Target sequence (P18054 whole entry, looked up): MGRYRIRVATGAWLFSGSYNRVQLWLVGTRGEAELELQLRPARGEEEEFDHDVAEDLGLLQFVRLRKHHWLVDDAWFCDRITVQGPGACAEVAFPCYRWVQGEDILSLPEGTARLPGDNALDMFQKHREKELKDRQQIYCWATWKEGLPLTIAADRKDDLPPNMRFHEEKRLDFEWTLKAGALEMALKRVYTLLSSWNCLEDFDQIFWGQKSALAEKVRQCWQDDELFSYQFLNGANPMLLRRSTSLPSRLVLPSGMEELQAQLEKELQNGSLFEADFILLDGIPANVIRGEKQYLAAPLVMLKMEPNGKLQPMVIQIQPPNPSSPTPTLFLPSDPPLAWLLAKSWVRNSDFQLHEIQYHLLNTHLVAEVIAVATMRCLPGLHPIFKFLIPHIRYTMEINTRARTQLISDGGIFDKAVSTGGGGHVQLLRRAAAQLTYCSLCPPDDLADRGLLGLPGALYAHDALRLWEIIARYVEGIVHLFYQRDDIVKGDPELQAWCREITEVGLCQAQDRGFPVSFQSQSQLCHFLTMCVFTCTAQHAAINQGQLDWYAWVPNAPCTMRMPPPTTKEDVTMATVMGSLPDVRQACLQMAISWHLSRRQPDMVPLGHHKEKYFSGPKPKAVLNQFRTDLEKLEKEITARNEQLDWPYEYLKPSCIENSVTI
#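 Lipoxygenase turnover measured by absorbance at 573 and 405 nm after Fe-XO development. Human 12hLO 150 nM, arachidonate 40 uM, pH 7.0 Hepes buffer with detergent; 15 min compound preincubation, 30 min reaction.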
# 15-hLO-2 inh: inhibitors of human 15-lipoxygenase 2 (ALOX15B); Potency, µM (highest dose often 57.1 µM), for inactives: at the highest dose activity change, negative = inhibition, usual class: inhibitors; O15296; purified 15hLO-2, xylenol orange hydroperoxide absorbance; 0.56% of 110,000 active; further: potency means the concentration at half of the fitted maximal effect; nearly all actives have a fitted effect of over 60% in size; many of its hits are not listed in these tables
#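 Read-out: hydroperoxide product oxidises ferrous iron, measured as xylenol orange complex via the 573-to-405 nm absorbance ratio after 30 min. Reaction: 50 nM enzyme, 15 min compound preincubation, 45 uM arachidonic acid, 90 min RT, Hepes pH 7.5 with Triton X-100.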
# PNC assembly inh: blocks assembly of the perinucleolar compartment | PC3M PTB-GFP, PNC prevalence imaging, 16 h; hits give low values | activity change (PNC), negative = inhibition, % at 10 µM | 3.1% of 140,000 active;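 active means readout at or below -70, meaning at least 70% loss of cells showing the perinucleolar compartment, a nuclear body marking cancer cells; inconclusive means readout between -30 and a set limit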;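 further: plate controls were DMSO wells for no effect and camptothecin positive control wells for full effect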
#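 Compounds are pinned in duplicate onto adhered PC3M cells stably expressing GFP-tagged PTB and incubated 16 h at 37 C. Cells are then fixed, nuclei stained with Hoechst, and PNC-positive cells counted.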
# * = called active by the depositor; ? = inconclusive; nt = not tested or not shown; [ ] = another dose, or the depositor's remark. Unless noted, the call rests on the fitted dose curve; in most records, active means well fitted curve in the direction sought with a large enough effect; inconclusive means small, poorly fitted or top-dose-only effect, or another doubt; inactive means no such curve, though single readings can be large; an effect the other way counts as inactive or inconclusive. Unless noted, on the % scale 0 is the no-effect control and ±100 the full control effect. This is a random part of the collection, and some 3.1% of all compounds hit somewhere here.
Compound,IMPase inh,12-hLO inh,15-hLO-2 inh,PNC assembly inh
COc1ccc(CCNC(=O)CSCc2ccc([N+](=O)[O-])cc2)cc1,nt,-2.9%,nt,4.4
OCCNC(=S)NCCc1ccccc1,nt,-1.2%,nt,10.0
CC1CCN(c2nc(CN3CCCCC3)nc3scc(-c4ccccc4)c23)CC1,nt,-1.5%,nt,-25.8
Cc1cc(Oc2ccccc2)nc2ccc(O)cc12,8.7,-13.8%,6.9%,?
Cc1ccc(N(CC(=O)NCc2ccncc2)S(C)(=O)=O)cc1Cl,6.3,-3.8%,2.0%,-84.4*
Cn1c(N2CCN(C(=O)C34CC5CC(CC(C5)C3)C4)CC2)nc2ccccc21,21.6,-3.7%,-1.5%,-2.2
C=CCNCCCOc1ccc(C(C)(C)c2ccccc2)cc1,nt,-11.1%,nt,-4.2
COc1ccc(CCn2c(C)cc(C(=O)CSc3nnc(N)s3)c2C)cc1,4.8,-9.9%,-1.4%,17.6
O=C(Nc1ccc2c(c1)OCO2)C(c1ccc(Cl)cc1)N1CCN(C(=O)c2ccco2)CC1 (stereo not drawn),4.2,-7.0%,0.0%,8.7
CC(C)(C)c1cc2cccnc2n1Cc1ccccc1,13.7,-0.3%,2.7%,10.7
O=C(CSc1nccn1-c1ccccc1)NCc1ccc2c(c1)OCO2,2.1,-3.1%,0.5%,22.8
Cc1ccc(S(=O)(=O)NCCC(=O)N2CCCCC2)cc1,2.2,-4.8%,-7.1%,?
CCN1CCC(O)([C@H](C(=O)O)c2ccccc2)CC1,nt,0.7%[11.4 µM],-2.5%[11.4 µM],nt
C(=N\Nc1nc(Nc2ccccc2)nc(N2CCOCC2)n1)/c1c[nH]c2ccccc12,-4.1,2.9%,43.4%[activator],79.2
Cc1ccc(CN(C(=O)C(F)(F)F)C(C(=O)NC2CCCCC2)c2ccco2)cc1 (stereo not drawn),8.8,-11.2%,nt,-8.4
CCOc1c(Br)ccc2c1sc1nc[nH]c(=O)c12,-3.6,-7.9%,-3.8%,-17.0
Cc1cc2cc(OCC(=O)O)ccc2n1C,?,-5.9%,nt,-112.6*
Nc1c(C(=O)NCCN2CCOCC2)c2nc3ccccc3nc2n1CCc1ccccc1F,0.0,-7.2%,15.9%,-14.8
CC1C(=O)CCC2[C@]1(C)CCC1[C@]2(C)CC[C@@]2(C)C3CC(C)(C)CC[C@]3(C)CC[C@@]12C (stereo partly drawn),nt,-0.9%,-3.6%,nt
O=C(NC1CCCCC1)C(c1ccc2ncccc2c1)N(Cc1ccc(F)cc1)C(=O)c1ccc2c(c1)OCCO2 (stereo not drawn),-0.1,4.1%,nt,-7.8
O=C(CN1CCCN(Cc2ccc(F)cc2Cl)C1=O)NC1CCCCCC1,6.9,0.8%,2.6%,-8.3
O=C(O)c1ccccc1S(=O)(=O)NCC(O)COc1ccc(Br)cc1 (stereo not drawn),6.8,3.2%,-6.8%,0.6
COc1ccccc1/C=N/NC(=Nc1ccc(C)cc1)c1nc2ccccc2s1,6.1,0.3%,-8.0%,-8.2
CC1=CC(C)(C)NC(=S)N1c1cccc(C)c1,1.5,?,-17.2%,?
CCOc1ccc(-c2cc(CCCC(=O)NCc3ccc(C)cc3)no2)cc1,2.5,0.0%,0.7%,7.5
Cc1ccc(N2C(=O)[C@@H]3[C@H](C2=O)C2c4ccccc4C=CN2[C@@H]3C(=O)c2ccco2)c(C)c1 (stereo partly drawn),6.5,-23.4%,-16.0%,?
COC(=O)c1ccc2c(c1)N(C)CCS2,-13.1,7.0%,nt,3.5
C=CCn1c(=N)c(C(=O)NCCCOC)cc2c(=O)n3cccc(C)c3nc21,-14.4,-5.7%,-11.3%,?
Cc1ccc(C(=O)N/C(=C\c2ccccc2)C(=O)OCc2ccccc2)cc1,-0.4,-3.2%,nt,-4.0
CCC1Sc2ccccc2N(CC(=O)NCc2ccccc2OC)C1=O (stereo not drawn),2.1,-1.5%,-7.5%,-16.3
Cc1csc(=NC(=O)c2ccccc2)n1C,?,-2.8%,nt,?
CC1(C)CC(=O)C2=C(C1)NC(=O)CC2C(=O)NCc1ccc(F)cc1 (stereo not drawn),0.6,-1.5%,-2.0%,-12.4
CC(=O)c1cccc(NC(=O)N2CCCC2C(=O)Nc2ccccc2C)c1 (stereo not drawn),-6.3,-1.4%,0.7%,36.9
S=C(NCc1ccco1)N1CCN(Cc2ccc(Cl)cc2Cl)CC1,1.1,-3.3%,nt,-6.2
CCOC(=O)c1cc2c(ccn2C)n1CC(=O)N1CCN(c2ccc(F)cc2)CC1,0.9,-4.2%,14.0%,6.8
CCN(CC)Cc1cc(CCNC(=O)c2ccc(Cl)cc2)ccc1O,9.8,10.8%,6.4%,29.0
S=C(Nc1ccc2cn[nH]c2c1)Nc1ccc2cn[nH]c2c1,nt,3.3%[11.4 µM],-4.7%[11.4 µM],nt
COc1ccc(OC(=O)CN2C(=O)C3C4CCC(C4)C3C2=O)cc1 (stereo not drawn),nt,-3.7%,nt,?
C=CCNc1nc2c3ccccc3n(C(C)=O)c2s1,3.1,-1.5%,-27.7%,-16.6
Cc1ccccc1NC(=O)c1sc(Cl)nc1-c1ccccc1,11.1,-7.9%,17.2%,9.5
CCOC(=O)C(NC(=O)c1ccccc1Cl)(Nc1ccc(C(F)(F)F)cc1)C(F)(F)F (stereo not drawn),nt,0.4%,nt,-29.4
O=C1N(c2ccccc2)C2CS(=O)(=O)CC2N1c1ccc(Br)cc1 (stereo not drawn),-3.1,-5.0%,3.1%,-10.5
Cn1c(NC(=O)COc2ccccc2)cc(=O)n(C)c1=O,1.9,1.8%,4.5%,49.7
C=CCN1C(=O)C(O)(CC(=O)c2ccc(OC)cc2OC)c2cc(Br)ccc21 (stereo not drawn),-2.2[1.84 µM],-4.4%,1.2%[11.4 µM],2.1
CC(=O)c1cc2c(cc1NC(=O)CSc1nc3ccccc3o1)OCO2,-1.2,1.1%,-4.7%,15.4
Cc1onc(-c2c(F)cccc2Cl)c1C(=O)OCC(=O)NC(c1ccccc1)c1ccccc1,10.2,6.7%,-6.9%,?
COC(=O)c1ccc(SCC(=O)NC2CCCCC2)c([N+](=O)[O-])c1,?,-2.2%,nt,3.0
CC(=O)OCC(=O)[C@@]1(O)[C@H](C)C[C@H]2[C@@H]3CCC4=CC(=O)C=C[C@]4(C)[C@@]3(F)[C@@H](O)C[C@@]21C,nt,1.5%,nt,-9.9
CCCC1(CCC)NC(=O)N(CC(=O)c2cc(C)n(-c3ccc4c(c3)OCO4)c2C)C1=O,-11.3,-3.2%,nt,?
Cc1ccc(OC(=O)COc2ccccc2C)c(-n2nc3ccccc3n2)c1,15.5,2.7%,nt,8.1
CCCOc1ccc(OC(=O)c2ccc(Br)o2)cc1,-0.3,-4.7%,-12.1%,52.5
COC(=O)c1[nH]c2ccccc2c1NC(=O)CCN1CCN(C2CCCCC2)CC1,12.2,1.0%,9.2%,19.3
O=C(O)C1CC(=O)N(Cc2cccnc2)C1 (stereo not drawn),3.8,-0.3%,2.5%,-10.0
CCOC(=O)C1=NNC2(c3ccc(Cl)cc3)C(=O)N(c3ccc(C)cc3)C(=O)C12 (stereo not drawn),nt,-18.2%,nt,55.1
CC(=O)c1cccc(NC(=S)NCCC2=CCCCC2)c1,-23.2,?,nt,-22.1
Cc1cccc(S(=O)(=O)C(C#N)c2nc3ccccc3nc2N2CCCC2)c1 (stereo not drawn),2.8,-14.0%,-22.9%,5.3

# Pulled by structure from the entries so far, 4 records:
Compound,IMPase inh,12-hLO inh,15-hLO-2 inh,PNC assembly inh
CCCOc1ccc(OC(=O)c2ccc(Br)o2)cc1,-0.3,-4.7%,-12.1%,52.5
CCCC1(CCC)NC(=O)N(CC(=O)c2cc(C)n(-c3ccc4c(c3)OCO4)c2C)C1=O,-11.3,-3.2%,nt,?
O=C(O)C1CC(=O)N(Cc2cccnc2)C1 (stereo not drawn),3.8,-0.3%,2.5%,-10.0
Cc1cccc(S(=O)(=O)C(C#N)c2nc3ccccc3nc2N2CCCC2)c1 (stereo not drawn),2.8,-14.0%,-22.9%,5.3

# More compounds:
Compound,IMPase inh,12-hLO inh,15-hLO-2 inh,PNC assembly inh
Cc1ccc(C2SCCN2C(=O)c2ccc([N+](=O)[O-])cc2)cc1 (stereo not drawn),nt,-5.4%,nt,79.6
COc1ccc(C(=O)Nc2ccccc2C(=O)NC(C(=O)NCc2ccco2)C(C)C)cc1 (stereo not drawn),-7.0,-1.9%,-24.9%,-19.6
COC(=O)[C@@]1(Cc2ccc(OC)cc2)[C@H]2c3cc(C(=O)N(C)C)n(Cc4ccc(OC)c(OC)c4)c3C[C@H]2CN1C(=O)c1ccccc1,nt,-14.3%,-6.0%,nt
COc1ccc(CNC(=O)c2cccnc2Sc2ccc(C)c(C)c2)cc1,5.0,0.0%,nt,-2.3
O=C(NC1CCCCCC1)C1c2ccccc2C(=O)N1Cc1cccnc1 (stereo not drawn),0.3,-3.5%,6.4%,?
O=C1CN(c2ccccc2F)C(=O)CN1c1ccccc1F,9.3,5.0%,-4.2%,29.1
CC(Oc1ccccc1)c1ccnn1S(C)(=O)=O (stereo not drawn),-1.7,-3.6%,-1.1%,39.2
O=C(NCc1cn2ccccc2n1)c1ccc(Br)o1,-1.0,-1.7%,11.6%,-8.9
Cc1ccccc1/C=C/c1nc2ccccc2c(=O)n1Cc1ccccc1,nt,0.3%,nt,8.1
COc1cc(/C=C/C(=O)O)cc(S(=O)(=O)NCCO)c1OC,-2.9,1.4%,nt,-15.3
Cc1ccc([N+](=O)[O-])cc1NC(=S)NC(=O)c1ccco1,1.4,0.0%,nt,-1.0
COc1ccc(COc2cc(-c3cccc(OC)c3)nc3ccc(N)cc23)cc1,nt,-4.7%[0.00818 µM],33.2%[activator][0.0915 µM],?
COCCCNC(=O)CCCC(=O)NCCCOC,0.0,4.0%,-1.0%,33.9
O=C(O)C(Cc1ccccc1)N1C(=O)c2ccccc2C1=O (stereo not drawn),-4.4,-0.6%,-8.3%,-2.9
O=C(O)C1C2C=CC(C2)C1C(=O)NCCCN1CCOCC1 (stereo not drawn),-10.0,1.1%,8.5%,-8.1
CCC(=O)Nc1ccc2c(c1)OCCO2,0.4,0.1%,5.0%,-22.3
CCOC(=O)CNS(=O)(=O)c1cc(-c2nnc(Nc3ccc4c(c3)OCO4)c3ccccc23)ccc1C,-0.6,-1.7%,nt,-3.8
CCCNC(=O)Cn1c(=O)oc2ccccc21,4.9,-3.0%,-3.1%,-28.6
COC(=O)[C@H](Cc1ccccc1)NC(=O)NCCc1ccc(S(N)(=O)=O)cc1,-7.0,-0.4%,15.1%,18.6
CCn1cc(CNC(=O)NC2CCCCC2)c(C)n1,nt,-0.6%,nt,-18.2
O=C(CCN1CCc2ccccc2C1)c1ccc2c(c1)OCCO2,-2.8,6.3%,-14.8%,?
Cc1noc(C)c1S(=O)(=O)N1CCC(C(=O)N2CCN(Cc3ccc4c(c3)OCO4)CC2)CC1,11.3,-1.7%,-0.2%,-11.8
O=C1CCCC2=C1C(Cc1ccccc1)C1=C(CCCC1=O)O2,-6.9,-6.5%,-2.3%,-19.1
Cc1cc(C)cc(NS(=O)(=O)c2ccc(Oc3ncc(C(F)(F)F)cc3Cl)cc2)c1,-5.0[1.84 µM],-3.5%,?,?
O=S(=O)(c1cccc2nsnc12)N1CCc2ccccc2C1,3.4,-5.2%,8.1%,?
CC(Sc1nnc(-c2cccs2)n1Cc1ccccc1)C(=O)NCc1ccc2c(c1)OCO2 (stereo not drawn),14.2,-5.2%,-3.3%,?
